Screening data from PubChem BioAssay.
CXXC DNA block = blocks binding of human MLL CXXC domain to DNA | Q03164 | MLL-CXXC / FITC-HOXA9 DNA fluorescence polarization | AID 2662 | Potency, µM (series often up to 115 µM), for the others: at the highest dose activity change, negative = inhibition, hits mostly inhibitors | hit rate 0.037% among 290,000; active means well fitted inhibition curve with a large enough effect in the polarisation, with a control signal flat, not every such curve was filed as active; inconclusive means small, poorly fitted or top-dose-only effect, or effect the other way, or a change in a side signal; inactive means no such curve, though single readings can be large or run the other way; the % refers to the polarisation
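Steps: dispense CXXC domain solution (7 uM) → pin compounds or unlabeled HOX-A9 DNA control → 5 min ambient → add FLSN-HOX-A9 solution (50 nM) → spin → 30 min ambient → fluorescence polarization. Tris pH 7.5/NaCl/DTT/BSA buffer.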
uPA surface inh = blocks generation of uPA at the cell surface | Potency, µM (top dose mostly 38.3 µM), for the others: at the top dose activity change, negative = inhibition, usual class: inhibitors | hit rate 0.31% among 330,000 | cell surface uPA generation assay, qHTS | AID 540303; active means well fitted inhibition curve with a large enough effect; inconclusive means small, poorly fitted or top-dose-only effect; inactive means no such curve, though single readings can be large or run the other way; tested in mouse RAW 264.7 cells; further: on the % scale 0 is the no-effect control and ±100 the full control effect; nearly all actives have a fitted effect of over 55% in size
ELG1 genotoxic = genotoxicity induction in ELG1-luciferase HEK293T cells; Potency, µM (highest dose often 46 µM), for the others: top-dose activity change, positive = activation, actives largely listed as activators; HEK293T ELG1-luciferase reporter, luminescence, 16 h; AID 504466; hit rate 1.3% among 330,000; further: % of control where 0% means no effect; nearly all actives have a fitted effect of over 60% in size
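DMSO vehicle served as control against compound-treated ELG1-luciferase HEK293T cells; exposure lasted 16 hr at 37 °C and 5% CO2, followed by ONE-Glo luminescence detection after 30 min.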
MBNL1 CUG block = MBNL1-poly(CUG) RNA binding inhibition. Q9NR56. TR-FRET MBNL1-His/biotin-(CUG)12 binding, 665/545 ratio. Potency, µM (top dose mostly 57.5 µM), for the others: top-dose activity change, negative = inhibition, usual class: inhibitors. hit rate 0.036% among 280,000. AID 2675; active means well fitted inhibition curve with a large enough effect in the signal ratio, with a control signal flat, not every such curve was filed as active; inconclusive means small, poorly fitted or top-dose-only effect, or effect the other way, or a change in a side signal; inactive means no such curve, though single readings can be large or run the other way; the % refers to the signal ratio; further: on the % scale 0 is the no-effect control and ±100 the full control effect
Target sequence (Q9NR56 whole entry, looked up): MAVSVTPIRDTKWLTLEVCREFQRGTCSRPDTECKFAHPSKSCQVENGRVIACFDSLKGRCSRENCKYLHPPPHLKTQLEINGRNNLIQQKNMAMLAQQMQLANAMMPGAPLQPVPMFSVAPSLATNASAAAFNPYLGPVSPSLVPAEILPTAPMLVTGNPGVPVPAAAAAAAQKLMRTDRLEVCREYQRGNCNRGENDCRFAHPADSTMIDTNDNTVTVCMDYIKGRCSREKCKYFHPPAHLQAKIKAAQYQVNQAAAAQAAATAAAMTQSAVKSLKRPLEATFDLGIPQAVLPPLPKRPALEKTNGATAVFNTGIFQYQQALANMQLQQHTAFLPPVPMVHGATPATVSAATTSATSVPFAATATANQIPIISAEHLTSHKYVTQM
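Inhibition of protein-RNA binding appears as loss of TR-FRET between terbium anti-His antibody on MBNL1-His and streptavidin-XL665 on biotin-(CUG)12. Activity is normalized to buffer-only and uninhibited-complex controls.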
BRCA1 expr up = BRCA1 expression activation; MCF7-BRCA1-FFLuc reporter, luminescence, 48 h; response scale: scaled: vehicle 0%, 10 µM genistein 100%; Potency, µM (titrated, usually from 46.1 µM), without a hit: at the top dose activation, usual class: activators; hit rate 1.1% among 380,000; further: nearly all actives have a fitted effect of over 80% in size; some results filed as inactive show a strong effect at the top dose
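Activators of BRCA1 expression were detected as increased firefly luciferase luminescence in engineered MCF7 cells after 48 h compound incubation. Signals were scaled to genistein 10 microM as full activation.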
Gal4-VP16 FLuc = Gal4-VP16 reporter inhibition counter-screen; hit rate 3.5% among 310,000; Drosophila S2 Gal4-VP16 UAS-luciferase, luminescence, 20 h; AID 2546; Potency, µM (top dose mostly 53.6 µM), without a hit: top-dose activity, negative = inhibition, usual class: inhibitors;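 further: Gal4-VP16 expression switched on by copper sulfate through the metallothionein promoter; on the % scale 0 is the no-effect control and ±100 the full control effect; nearly all actives have a fitted effect of over 50% in size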
Rab9 prom act = activates the Rab9 promoter; Huh7 Rab9 promoter-luciferase reporter, luminescence, 24 h; Potency, µM (top dose mostly 9.22 µM), for the others: at the highest dose activation, negative = inhibition, most hits filed as activators; hit rate 2.8% among 320,000; AID 485297; further: % of control where 0% means no effect; nearly all actives have a fitted effect of over 60% in size
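Cells were plated at 1500 per well in reduced-serum medium with 10% FBS and left 2 h. Compound in DMSO was then added for 24 h at 37 °C. Reporter signal was read by luminescence after 10 min with luciferase detection reagent.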
FLuc counter = counter-screen for miR-21 project: firefly luciferase inhibitors or activators | purified FLuc, Km substrates, luminescence inhibition | Potency, µM (series often up to 57.5 µM), inactives show top-dose activity change, negative = inhibition, hits mostly inhibitors | hit rate 6.9% among 360,000 | AID 588342;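 further: plate controls were vehicle for no effect and reference inhibitor for full effect; nearly all actives have a fitted effect of over 55% in size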
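Biochemical qHTS of compounds, final roughly 60 µM downward over six points, against 10 nM purified firefly luciferase using Km concentrations of substrates (10 uM D-luciferin, 10 uM ATP) in Tris acetate pH 7.5 buffer; luminescence output.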
NPC1 prom act = activators of NPC1 promoter; AID 485313; Huh7 NPC1 promoter luciferase reporter, 24 h; Potency, µM (series often up to 9.22 µM), for inactives: at the highest dose activation, usual class: activators; hit rate 2.4% among 320,000;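 further: % of control where 0% means no effect; nearly all actives have a fitted effect of over 60% in size; reporter is driven by a mutant NPC1 promoter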
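Compounds in DMSO were transferred onto Huh7 NPC1-luciferase reporter cells pre-incubated 2 h; after 24 h at 37 °C, Amplite reagent was dispensed and luminescence recorded 10 min later.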
p53 reactivator = mutant p53 re-activation in reporter cells | hit rate 0.063% among 320,000 | AID 504706 | Potency, µM (titrated, usually from 92.2 µM), for inactives: at the top dose activity change, positive = activation, hits mostly activators | H1299 p53-A138V BP100-luciferase reporter, luminescence, 24 h; further: % of control where 0% means no effect; nearly all actives have a fitted effect of over 45% in size
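H1299 (p53-null), stable ts p53-A138V + BP100-Luc; 1000 cells/well, Opti-MEM/10% FBS; cpd 4 pt, 1:5; 24 h, 37 deg C, 5% CO2; detection reagent 10 min RT; luminescence.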
RORg inh = inhibitors of mouse ROR gamma transcriptional activity; P51450; Drosophila S2 Gal4-RORgamma UAS-luciferase reporter, 20 h; Potency, µM (top dose mostly 53.6 µM), for inactives: at the highest dose activity change, negative = inhibition, usual class: inhibitors; hit rate 5.4% among 310,000; AID 2551; further: on the % scale 0 is the no-effect control and ±100 the full control effect; nearly all actives have a fitted effect of over 60% in size
Target sequence (P51450 whole entry, looked up, the tested form may be a part): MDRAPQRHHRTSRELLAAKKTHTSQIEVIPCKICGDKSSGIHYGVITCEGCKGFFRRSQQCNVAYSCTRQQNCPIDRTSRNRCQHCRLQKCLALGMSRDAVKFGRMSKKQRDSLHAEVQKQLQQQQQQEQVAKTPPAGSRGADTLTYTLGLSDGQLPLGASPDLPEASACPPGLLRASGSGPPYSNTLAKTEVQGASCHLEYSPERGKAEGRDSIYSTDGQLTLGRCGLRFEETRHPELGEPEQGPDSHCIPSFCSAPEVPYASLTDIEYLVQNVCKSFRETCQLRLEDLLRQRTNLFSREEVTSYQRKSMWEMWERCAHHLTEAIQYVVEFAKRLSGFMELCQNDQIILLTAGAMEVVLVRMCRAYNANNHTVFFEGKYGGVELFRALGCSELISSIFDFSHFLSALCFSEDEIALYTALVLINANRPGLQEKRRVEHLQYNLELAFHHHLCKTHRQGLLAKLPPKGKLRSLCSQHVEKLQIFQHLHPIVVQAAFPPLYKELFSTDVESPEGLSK
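Drosophila Schneider cells stably carrying a metallothionein-driven Gal4 DBD–ROR gamma fusion and a UAS-Photinus luciferase reporter were exposed to compound for 1 hr, then induced with copper sulfate (700 uM final) for 20 hr at ambient temperature before luminescence reading.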
* = called active by the depositor; ? = inconclusive; / = no result given; & = joins results of further samples; [ ] = dose if it differs, or a comment. Unless noted, the call rests on the fitted dose curve; in most records, active means well fitted curve in the direction sought with a large enough effect; inconclusive means small, poorly fitted or top-dose-only effect, or another doubt; inactive means no such curve, though single readings can be large; an effect the other way counts as inactive or inconclusive. Potency means the concentration at half of the fitted maximal effect.

The opening 2 records, to show the layout:
Molecule,CXXC DNA block,uPA surface inh,ELG1 genotoxic,MBNL1 CUG block,BRCA1 expr up,Gal4-VP16 FLuc,Rab9 prom act,FLuc counter,NPC1 prom act,p53 reactivator,RORg inh
CC(=O)NCCC(=O)Nc1nc(-c2c[nH]c3ccccc23)cs1,2%,-1%,4%,4%,-36%,24%,13%,?,-1%,10%,6%
Cc1ccccc1Cn1ccc(NC(=O)c2cc3nc(-c4ccco4)cc(C(F)(F)F)n3n2)n1,4%,-3%,2%,3%,0%,-12%,4%,2%,-2%,3%,7%

Main list, repeating the preview:
Molecule,CXXC DNA block,uPA surface inh,ELG1 genotoxic,MBNL1 CUG block,BRCA1 expr up,Gal4-VP16 FLuc,Rab9 prom act,FLuc counter,NPC1 prom act,p53 reactivator,RORg inh
CC(=O)NCCC(=O)Nc1nc(-c2c[nH]c3ccccc23)cs1,2%,-1%,4%,4%,-36%,24%,13%,?,-1%,10%,6%
Cc1ccccc1Cn1ccc(NC(=O)c2cc3nc(-c4ccco4)cc(C(F)(F)F)n3n2)n1,4%,-3%,2%,3%,0%,-12%,4%,2%,-2%,3%,7%
CCOC(=O)c1sc(NC(=O)C2CC(=O)N(c3ccccc3OC)C2)nc1C (configuration not stated),/,5%,-4%,/,-10%,/,-1%,8%,-3%,-1%,/
O=C(Nc1cccc(Cl)c1)NC1CC2CCC1C2 (configuration not stated),-4%,-7%,10%,1%,77%,13%,16%,24µM*,26%,15%,?
COCC1CCCN(Cc2cn(-c3ccccc3)nc2-c2ccc3c(c2)OCO3)C1 (configuration not stated),-13%,1%,-4%,2%,-7%,-2%,-4%,-4%,-1%,1%,-10%
COc1ccc(S(=O)(=O)NCCC(=O)NCc2ccccc2)cc1,-1%,6%,0%,-8%,1%,7%,3%,-1%,0%,3%,3%
Cc1cc(C)n2nc(SCc3nnc(SCCCCl)o3)nc2n1,3%,0%,2%,-3%,9%,-11%,-4%,0%,1%,6%,39%
N#C/C(=N\Nc1ccc(Cl)cc1)C(N)=S,-12%,-4%,-16%,?,-54%,6.3µM*,-14%,19µM*,-11%,21%,4.5µM*
CN1CCN(C(=O)CSc2nc(-c3ccco3)cc(C(F)(F)F)n2)CC1,9%,6%,-3%,?,1%,2%,7%,-4%,-2%,0%,-9%
Cc1ccc(NC(=O)CN(C)C(=O)COC(=O)COc2ccc(C#N)cc2)cc1,/,3%,-23%,/,-2%,/,3%,?,1%,2%,/
COc1cc(C2NC(C(=O)O)CS2)ccc1OCc1ccccc1C#N (configuration not stated),17%,/,8%,-6%,/,?,-7%,?,-1%,?,12%
CCc1ccc(S(=O)(=O)ON2C(=O)c3ccccc3C2=O)cc1,28%,1%,6%,-2%,0%,-6%,-12%,?,-11%,2%,14%
CCOc1ccc(C(=O)Nc2ccc(N3CCN(C)CC3)cc2)cc1,-2%,2%,9%,-3%,48%,2%,15%,12µM*,15%,-5%,5%
COc1cc(C)cc(OC)c1OCC(=O)Nc1cc(C)on1,/,7%,3%,/,-19%,/,-1%,6%,-3%,-3%,/
CCNC(=O)c1ccccc1NC(=O)C1CC(=O)N(C(C)C)C1 (configuration not stated),2%,?,-5%,-9%,1%,/,0%,-3%,0%,/,/
O=C(CN1C(=O)NC(Cc2c[nH]c3ccccc23)C1=O)NCCc1ccc(F)cc1 (configuration not stated),7%,4%,-3%,-2%,-2%,-6%,10%,0%,0%,-6%,-10%
CC(=O)c1sc(Nc2ccc(C)cc2)nc1C,30%,4%,3%,-5%,-10%,11%,5%,4%,0%,3%,21%
COc1cc(/C=C2/SC(=S)N(CC(=O)Nc3nc4ccccc4s3)C2=O)cc(OC)c1OC,-4%,1%,0%,-1%,-14%,-2%,9%,-7%,7%,8%,10µM*
NC1=NC(=O)C(CC(=O)NCc2ccccc2)S1 (configuration not stated),2%,-11%,-1%,-4%,39%,1%,16%,-2%,-1%,0%,-30%
CC(=O)c1cccc(NC(=O)C(C)OC(=O)C2CCC2)c1 (configuration not stated),-8%,3%,1%,-3%,-18%,10%,12%,4%,-2%,17%,19%
O=C1CS/C(=C/C(=O)c2cccc(Cl)c2)N1,1%,2%,14%,-1%,50%,?,1%,?,5%,-2%,5.6µM*
O=C(NCCN1CCN(c2ccccc2)CC1)Nc1ccccc1Br,12%,2%,-1%,-1%,-3%,-2%,-10%,-1%&1%,-2%,-3%,2%
Cc1ccc(NCc2ccccc2)cc1,2%,2%,-4%,-14%,17%,-2%[10 µM],-3%,?,-1%,6%,?
Cc1ccccc1CN1CCC(Oc2ccc(C(=O)NCc3ccccn3)cc2)CC1,0%,-6%,-6%,-11%,-1%,1%,-4%,0%,-3%,-2%,0%
COc1ccc(C(=O)OCC(=O)NC(Cc2ccccc2)C(C)=O)cc1S(=O)(=O)N1CCCC1 (configuration not stated),/,3%,1%,/,-28%,/,-1%,-1%,-1%,2%,/
Cc1ccc(S(=O)(=O)N(C)CC(=O)OCC(=O)N2CCCC2=O)cc1,2%,-3%,2%,-6%,-14%,-24%,1%,-5%,0%,-2%,6%
CCN1CCN(C(=O)C2CCCN(S(=O)(=O)c3cccc4nsnc34)C2)CC1 (configuration not stated),7%,-8%,2%,?,0%,-6%,-1%,2%,-3%,-5%,-1%
CCc1c(C(=O)N/N=C/c2ccc(OCc3ccc(F)cc3)c(OC)c2)nnn1-c1nonc1N,16%,1%,-22%,2%,67%,-1%,-7%,-7%,-2%,8%,?
CCOC(=O)c1ccc(NC(=O)c2nc[nH]c2C(=O)N[C@@H](CCCCNC(=O)OC(C)(C)C)C(=O)OC(C)(C)C)cc1,2%,?,-12%,9%,-74%,?,1%,1%,-2%,3%,11µM*
CN(c1ccc(C(=O)N2CCCCC2)cc1)S(C)(=O)=O,-6%,-1%,0%,-15%,8%,-1%,-4%,2%,-2%,-2%,-23%
COc1cc(C(=O)NC2CCN(Cc3ccccc3)CC2)cc(Cl)c1OC,-21%,10%,3%,6%,-16%,9%,-1%[1.84 µM],-5%,-7%,1%,16%
COc1ccccc1CN1CCC(n2nccc2NC(=O)CCc2ccccc2)CC1,1%,6%,2%,4%,-5%,-1%,4%,2%,11%,7%,-15%
O=C(Cn1cccc1C(=O)c1ccccc1)NCCCN1CCOCC1,5%,3%,4%,-6%,16%,1%,-7%,1%,2%,-6%,6%
O=C(/C=C/c1ccc2c(c1)OCO2)NCC1CCCO1 (configuration not stated),-6%,0%,18%,/,?,7%,?,?,25%,15%,7%
CCc1ncc(CN2CCC(C(=O)Nc3ccc(-n4nc(C)cc4C)cc3)CC2)cn1,10%,-6%,-4%,-8%,-10%,-8%,-5%,3%,-6%,-8%,-7%
O=C(CCOc1ccccc1)N1CCN(c2ccc(O)cc2)CC1,1%,1%,6%,-5%,27%,6%,14%,-5%,?,4%,24%
Cc1ccc(N(C(=O)c2ccc3c(c2)OCO3)C2C=CS(=O)(=O)C2)cc1C (configuration not stated),35%,-7%,3%,-18%,-11%,3%,4%,8%,-3%,-10%,20%
CCOC(=O)C1CCCN(C(=O)c2ccc3c(c2)OCO3)C1 (configuration not stated),4%,8%,0%,3%,-1%,-11%,-4%,2%,0%,6%,2%
O=C(O)/C=C/C(=O)Nc1ccc(Oc2ccc(NC(=O)/C=C/C(=O)O)cc2)cc1,3%,/,1%,-6%,/,-27%,1%,-3%,-1%,3%,2%
O=C(Oc1coc(CSc2ncccn2)cc1=O)c1ccco1,171%[activator],4%,2%,-7%,-13%,-4%,-1%,-14%,-4%,-5%,-7%
COc1ccccc1NC(=O)Nc1nnc(CC(=O)Nc2ccccc2C)s1,31%[activator],4%,2%,2%,-10%,0%,3%,-3%,-6%,2%,11%
O=C(Nc1nnc(C2CC2)s1)c1ccc(S(=O)(=O)c2ccccc2)cc1,1%,/,0%,-10%,-4%,-1%,-3%,2%,1%,17%,-10%
Cc1ccnc(NC(NC(=O)C(C)C)(C(F)(F)F)C(F)(F)F)c1,4%,3%,2%,-24%[11.5 µM],-5%,-8%,-7%,5%,-8%,6%,-3%
CCOCCCNC(=O)C(c1ccc(OC)cc1)N(Cc1cccs1)C(=O)CNC(C)=O (configuration not stated),-1%,1%,0%,-3%,-6%,8%,5%,0%&-3%,0%,2%,-1%

Some of the compounds tested (hit frequency here may not be typical).
